Bioassay records deposited in PubChem BioAssay by several laboratories.
PERK inh: human PERK inhibition, primary cell-based screen; hit rate 0.17% among 220,000; CHO PERK-DD fusion, SEAP luminescence translation reporter; inhibition, % at 5.6 µM; Q9NZJ5;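 active means inhibition above the mean inhibition of all tested compounds plus 3 SD, set separately per screening campaign, cut at about 2.9% in these data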;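 further: PERK kinase domain activated by AP20187 dimerizer at 100 nM; 0% = DMSO with dimerizer and 100% = rapamycin at 8.4 µM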
hK5 inh: inhibitors of human kallikrein 5. inhibition, % at 5 µM. recombinant hK5, fluorogenic AMC substrate cleavage. AID 873. hit rate 0.59% among 210,000;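 active means inhibition of 40% or more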;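 further: 0% = enzyme controls without compound and 100% = no-enzyme blanks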
Target sequence (Q9Y337 67-293 limits assumed): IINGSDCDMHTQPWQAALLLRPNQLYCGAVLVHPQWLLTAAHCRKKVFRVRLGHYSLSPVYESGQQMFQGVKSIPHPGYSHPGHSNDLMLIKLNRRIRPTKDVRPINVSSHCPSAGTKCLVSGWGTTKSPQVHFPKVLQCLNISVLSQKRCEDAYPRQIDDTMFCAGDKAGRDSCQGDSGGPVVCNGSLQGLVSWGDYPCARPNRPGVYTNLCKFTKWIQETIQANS
p97 inhibitor: blocks human p97 ATPase activity; hit rate 0.42% among 220,000; recombinant p97 ATPase, Kinase-Glo ATP luminescence, 3 h; P55072; inhibition, % at 8 µM; AID 1481; in the data active means inhibition above about 15%;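 further: 0% = DMSO vehicle and 100% = wells lacking enzyme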
Wee1 degr inh: inhibitors of human Wee1 degradation. P30291. HeLa Luc-Wee1K328M stability, luciferase luminescence; 100% = proteasome inhibitor MG132 effect. reporter increase, % at 5 µM. hit rate 1.2% among 220,000. AID 1321;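 active means activation above the mean of all tested compounds plus 3 SD, set per screening run, cut at about 8.8% in these data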;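 further: cells exposed to compound for 20 h before luminescence read; 0% = DMSO alone and 100% = MG132 at 30 µM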
FXIa inh: factor XIa (human) inhibition; P03951; purified FXIa, Boc-Glu-Ala-Arg-AMC fluorogenic substrate; inhibition, % at 5 µM; hit rate 0.14% among 220,000; AID 798;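 active means inhibition of at least 40%; inactive means inhibition below 40%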;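 further: fluorescence of freed AMC excited at 355 nm; 0% = enzyme without compound and 100% = no enzyme blank; many of its hits are not listed in these tables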
FXIIa inh: inhibitors of human coagulation factor XIIa; hit rate 0.3% among 220,000; inhibition, % at 5 µM; P00748; purified FXIIa, Boc-QGR-AMC fluorogenic substrate, 2 h; in the data active means inhibition above about 40%;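 further: 0% = enzyme with no compound and 100% = blank without enzyme; many of its hits are not listed in these tables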
Furin inhibitor: human furin inhibition. P09958. purified furin, fluorogenic substrate cleavage. inhibition, % at 30 µM. hit rate 0.061% among 220,000; in the data active means inhibition above about 25%; further: inactives centre near -15
Target sequence (P09958 108-714 limits assumed): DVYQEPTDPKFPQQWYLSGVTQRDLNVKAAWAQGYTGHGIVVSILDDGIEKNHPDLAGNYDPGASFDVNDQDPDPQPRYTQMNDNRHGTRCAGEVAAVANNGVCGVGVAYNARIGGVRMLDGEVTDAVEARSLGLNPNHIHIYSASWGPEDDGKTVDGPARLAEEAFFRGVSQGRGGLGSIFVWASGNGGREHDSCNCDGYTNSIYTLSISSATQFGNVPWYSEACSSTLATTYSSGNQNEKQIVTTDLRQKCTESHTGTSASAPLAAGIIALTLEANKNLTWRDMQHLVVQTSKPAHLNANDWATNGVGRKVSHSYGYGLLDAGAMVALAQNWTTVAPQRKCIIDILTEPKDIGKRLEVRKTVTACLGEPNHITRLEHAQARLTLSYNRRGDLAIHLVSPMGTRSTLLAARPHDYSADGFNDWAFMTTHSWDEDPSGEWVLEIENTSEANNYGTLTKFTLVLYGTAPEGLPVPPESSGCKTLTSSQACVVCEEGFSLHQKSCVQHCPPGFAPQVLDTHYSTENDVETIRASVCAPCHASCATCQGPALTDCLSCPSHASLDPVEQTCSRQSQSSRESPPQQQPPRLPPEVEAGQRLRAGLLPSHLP
thrombin 1536: blocks human thrombin protease activity. P00734. alpha-thrombin, Boc-VPR-AMC fluorogenic substrate cleavage. inhibition, % at 5 µM. hit rate 0.26% among 220,000. AID 1046;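 active means inhibition at or above 40%; inactive means inhibition below 40%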;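 further: 0% = enzyme with no compound and 100% = wells without enzyme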
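Test system: human alpha-thrombin; medium: pH 7.5 Tris-saline with Tween 20; times: reaction at room temperature; signal: AMC fluorescence at 355 nm excitation and 460 nm emission; also added: Boc-VPR-AMC substrate, 15 µM final; dosing: one concentration per compound, 5 µM, with 0.2% DMSO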
Cl transport mod: KCC2 (human) Cl- transport modulation | Q9H2X9 | KCC2 cells, thallium flux FluoZin-2 fluorescence | B-score of Tl+ flux slope (higher = more flux/activation; lower = inhibition) at 10 µM | hit rate 2.2% among 190,000 | AID 1456;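 active means thallium flux slope and its plate-corrected score both differing from the plate sample mean at a set confidence after two filtering rounds, in either direction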;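 further: slope of fluorescence scaled to starting intensity during 10 to 20 s after thallium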
* = called active by the depositor; . = not tested or not shown; & = joins results of further samples; [ ] = another dose, or the depositor's remark.

no.	PERK inh	hK5 inh	p97 inhibitor	Wee1 degr inh	FXIa inh	FXIIa inh	Furin inhibitor	thrombin 1536	Cl transport mod	molecule
1	0.0	-8	-7	5	0	5	-11[20 µM]	-1	.	O=C(NCc1cccs1)C1CCN(S(=O)(=O)c2ccc(Br)s2)CC1
2	1.0	-1	8	2	-1	1	-13	-10	-0.66	CCc1nc2sc(C(C)=O)c(N)c2c2c1CCCC2
3	1.1	-4	7	2	9	12	-8	2	0.24	COC(=O)c1cn(NC(=O)Cc2ccc(Cl)c(Cl)c2)c(=O)c2ccccc12
4	0.4	-2	0	1	-5	6	-11	1	-0.093	C/C(CCC(C)C)=N\Nc1cc(C)c2ccccc2n1
5	0.0	-3	4	4	0	13	-3[20 µM]	-2	0.34	O=C(CS(=O)(=O)Cc1ccccc1)Nc1ncccn1
6	1.2	2	6	2	0	11	-20	0	-0.88	CC(C(=O)NCCN1CCOCC1)(c1ccccc1)c1ccccc1
7	-1.1	-18	3	0	-2	-1	-33	-5	0.063	C=CCN1CC2CC3(COc4cc(C)cc(C)c4)C=CC2(O3)C1=O (stereo not drawn)
8	0.8	-17	0	-1	11	2	-28	-1	0.54	Nc1ccc(-c2nc3ncccc3o2)c(Cl)c1
9	-0.7	-35	4	-1	24	18	-25[20 µM]	0	-0.028	Cc1cc(C)n2nc(-c3ccsc3-n3c(C)ccc3C)cc2n1
10	0.0	-2	-1	5	3	12	-20	0	0.22	CCN1CCN(C(=O)CS(=O)(=O)Cc2nc(-c3ccc(C)cc3)oc2C)CC1
11	0.1	0	-3	-2	-8	-1	-18[20 µM]	0	0.14	CCCN(C(=S)Nc1ccccc1)C1CCS(=O)(=O)C1 (stereo not drawn)
12	-0.8	-3	-6	4	-2	2	-1	-2	-0.35	COc1ccc(NC(=O)Cc2c(F)c(F)c(F)c(F)c2F)cc1OC
13	0.6	-1	0	2	2	-3	-8[20 µM]	1	.	Cc1ccc(S(=O)(=O)NNC(=O)C2Cc3c(ccc4ccccc34)O2)cc1 (stereo not drawn)
14	0.8	6	2	-1	2	11	-20[20 µM]	1	-0.4	Cc1ccc(SC(C)C(=O)Nc2cccnc2)cc1 (stereo not drawn)
15	0.4	-11	2	-1	4	8	-20	0	1.4	O=S(=O)(c1ccc2ccccc2c1)N1CCN(C(=S)Nc2ccc(F)cc2)CC1
16	1.4	5	3	-2	3	15	-24	5	0.3	O=c1[nH]c(/C=C/c2cccnc2)c([N+](=O)[O-])c(=O)[nH]1
17	-0.5	-11	-3	1	-3	17	-16[20 µM]	1	-0.57	OC1CCN(C(=S)NCCc2ccccc2)CC1
18	0.3	3	5	-2	3	11	-25	-2	0.74	COc1ccc(N(CC(=O)Nc2cc([N+](=O)[O-])ccc2C)S(C)(=O)=O)cc1OC
19	-0.8	7	-5	-3	-13	15	-22	6	.	COc1cccc(C(=O)N(CN2CCCC2=O)c2cccc(Cl)c2)c1OC
20	1.5	-1	6	1	23	20	-24	25	0.037	CN(C)CCCNC(NC(=O)c1cccs1)C(Cl)(Cl)Cl (stereo not drawn)
21	0.3	-9	2	-1	-4	-1	-19	1	0.28	O=C(CN1CCN(c2ccccc2)CC1)Nc1ccccc1Cl
22	0.7	1	-3	-1	-6	5	-13	-2	0.67	C=CCn1c(C)c(C(C)=O)c(SC)nc1=S
23	0.2	-1	3	-1	-2	7	-5	3	0.45	O=C1/C(=C/c2cccs2)SC(=S)N1N1CCOCC1
24	-1.0	-3	-4	0	-1	7	-13	-3	-0.027	CCN(C(=S)NCCOC)c1cccc2ccccc12
25	0.0	-11	2	1	2	9	-15[20 µM]	-4	.	Cc1ccc(NS(=O)(=O)c2cc(C(=O)NCc3ccccn3)ccc2Cl)cc1C
26	0.9	-4	-2	0	13	4	-21	-1	.	O=c1[nH]c(CN2CCOCC2)nc2cc(Cl)ccc12
27	-0.8	-11	-9	4	5	4	-9	-4	-1.1	CC(C)OCCCNC(=O)c1cc2c(=O)n(C)c3ccccc3c2n1C
28	-0.1	-34	8	0	7	1	-7	5	0.47	CCC1(C)Cc2ccccc2-c2nc3n(c(=O)c21)CC(C(=O)O)S3 (stereo not drawn)
29	-1.4	-3	7	-2	-4	6	-15	-5	-1.6	COc1ccccc1NC(=O)c1ccc(-c2nn(C)c(=O)c3ccccc23)cc1
30	0.6	4	2	1	1	10	-20	0	-2.5	O=C(CCC1CCCCC1)NCCN1C2=NC[C@H](Cc3ccccc3)N2C[C@H]1Cc1ccc(O)cc1
31	-0.4	2	-5	4	0	14	-15[20 µM]	-4	.	O=C(Nc1cccc(C(F)(F)F)c1)c1cc(-c2ccc(F)cc2)on1
32	-0.8	-1	-4	-1	0	16	-11	1	-0.18	Cc1cc(Oc2ccc(-c3ccccc3)cc2)nc(N2CCOCC2)n1
33	-0.5	54*	-4	-2	32	24	-7	36	.	CCOC(=O)C1=C(CC)Nc2ccccc2N=C1NC(=O)CCN1C(=O)C2CCCCC2C1=O (stereo not drawn)
34	0.7	.	-1	3	13	23	-5	16	-1.3	COC(=O)N/N=C\c1c(C)[nH]n(-c2ccccc2)c1=O
35	-1.1	-14	0	-1	11	12	-19	-8	1.5	COc1ccc(OCc2nn3c(-c4ccco4)nnc3s2)cc1
36	-0.5	0	4	-2	4	6	-11	.	-1.1	O=C(CSc1nncn1-c1ccccn1)Nc1cccc(Cl)c1
37	0.6	-4	4	1	-1	-2	-35	-7	-0.57	Cc1nn(C)c2nc(-c3cccs3)cc(C(F)(F)F)c12
38	-0.3	-14	6	2	4	-3	-6[20 µM]	0	0.78	CC(=O)Nc1cccc(NC(=O)CSc2nnnn2C)c1
39	-0.7	-9	-7	-2	2	18	0[20 µM]	1	-1.1	CC(C)CC(=O)Nc1ccccc1N1CCN(C(=O)c2ccccc2)CC1
40	0.1	-3	1	4	10	32	-24[20 µM]	5	.	CC(=O)C1=C(c2ccccc2)NC(=O)NC1c1ccccc1OCC(=O)NCc1ccccc1 (stereo not drawn)
41	2.0	-3	1	-1	-4	5	-1	4	-0.053	O=C(N/N=C\c1ccc(F)cc1)c1ccc(F)cc1
42	-0.1&0.6	-11	0&4	7&0	0	15	-16[20 µM]	-3	0.17&0.23	Cc1ccc(-c2cn(-c3ccccc3)c3[n+]2CCCS3)cc1
43	-0.4	-18	-1	-1	-8	10	-13	3	1.2	CNS(=O)(=O)c1cccc(C(=O)OCC(=O)Nc2ccccc2OC(F)F)c1
44	-1.1	-24	5	-1	-13	-14	3[20 µM]	3	0.64	CCn1cc(C(=O)NCCCN2CC(C)CC(C)C2)c2cc(OC)c(OC)cc2c1=O (stereo not drawn)
45	0.4	27	-2	2	-12	6	-11	32	0.63	COc1ccccc1N(CC(=O)NC(C)C)S(=O)(=O)c1cccs1
46	0.0	-1	-3	-1	-4	5	-2	-10	1.5	CCN1CCCC1CN(Cc1cc2ccc(C)cc2[nH]c1=O)C(=S)Nc1ccccc1C(=O)OC (stereo not drawn)
47	0.3	-6	0	-1	-5	-8	-20	-7	0.019	COc1cc(NC(=S)N2CCN(C(=O)C3CCCO3)CC2)c(OC)cc1Cl (stereo not drawn)
48	0.6	3	-5	1	2	8	-9	-8	0.73	CC1CCN(S(=O)C23CC4CC(CC(C4)C2)C3)CC1 (stereo not drawn)
49	1.3	2	7	-2	-2	4	-21	-14	0.54	CC(NC(=O)CSc1nc2ccc(N)cc2s1)c1ccccc1 (stereo not drawn)
50	-1.8	-6	-5	1	-5	4	14[20 µM]	0	-2.6	CCCCCCSc1nnc(-c2cnn(-c3ccccc3)c2-n2cccc2)n1C
51	0.5	-3	1	9.3*	-2	4	-19	-3	-0.14	Cc1ccc(C)c(S(=O)(=O)N2CCN(Cc3ccc(O)c4ncccc34)CC2)c1
52	0.6	5	4	-3	-1	8	-24	-8	6.7*	CCOC(=O)C1=NN(C(=O)COc2ccccc2)C(O)(c2ccc(Cl)cc2)C1 (stereo not drawn)
53	-0.5	-12	2	-3	-4	5	-31	-3	-0.9	CCOc1ccc(CN2C(=O)c3ccccc3C2=O)cc1C(=O)Nc1nnc(SCC)s1
54	0.1	-10	0	-1	-6	9	-17	-7	0.39	Cc1ccc(S(=O)(=O)NCC(=O)N2CCOCC2)cc1
55	0.2	-13	0	-1	5	8	-10	-3	-0.014	COc1ccc(N(C(=O)c2ccc(C)cc2)S(=O)(=O)c2cccs2)cc1
56	0.5	-5	3	-1	4	8	-33	0	-5.5*	c1ccc(N2CCN(c3ccccc3)C2c2cccs2)cc1
57	1.8	-3	4	8	-11	5	-9	-4	-0.75	CCn1cc(C(=O)N2CCN(c3ccc(OC)cc3)CC2)c(=O)c2cc(S(=O)(=O)N3CCCCC3)ccc21
58	0.6	2	4	2	11	14	-20	3	-0.77	Cn1c(SCC(=O)NCc2ccco2)nc2ccccc2c1=O
59	1.3	-26	9	-2	7	7	-4	-2	1.1	COc1ccc(/C=N/NC(=O)c2cc(Br)ccc2O)cc1Cn1cc(Cl)cn1
60	0.4	5	1	3	4	16	-23[20 µM]	1	0.8	O=C(O)c1cc(NCc2ccccc2)ccc1N1CCOCC1
61	1.1	-3	-2	-1	-2	6	-6	2	-0.023	O=C(c1cc(Cl)cc(Cl)c1)N1CCN(c2cc(C(F)(F)F)nc3ccccc23)CC1
62	-0.3	-18	6	-1	4	12	-15	-2	-0.36	CCOC(=O)C(C(=O)NCc1ccc(F)cc1)c1ncc(C(F)(F)F)cc1Cl (stereo not drawn)
63	-0.8	-10	4	2	-2	-1	-16[20 µM]	1	-0.89	Cn1cnc2c1c(=O)n(Cc1cccc(Br)c1)c(=O)n2C

This is a random part of the collection (roughly 4.4% active in at least one column).
